# RGS8-Gao: modulates binding of RGS8 to human Galphao. P09471. multiplexed bead flow cytometry; actives lie on both sides. 220,000 compounds, 0.34% hits. response (percent of control binding), % at 10 µM; in the data active means response below about 60% or above about 140%; inactive means in between;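 further: Galphao activated as the GDP aluminium fluoride complex binding bead-coupled RGS8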
# Target sequence (P09471 whole entry, looked up): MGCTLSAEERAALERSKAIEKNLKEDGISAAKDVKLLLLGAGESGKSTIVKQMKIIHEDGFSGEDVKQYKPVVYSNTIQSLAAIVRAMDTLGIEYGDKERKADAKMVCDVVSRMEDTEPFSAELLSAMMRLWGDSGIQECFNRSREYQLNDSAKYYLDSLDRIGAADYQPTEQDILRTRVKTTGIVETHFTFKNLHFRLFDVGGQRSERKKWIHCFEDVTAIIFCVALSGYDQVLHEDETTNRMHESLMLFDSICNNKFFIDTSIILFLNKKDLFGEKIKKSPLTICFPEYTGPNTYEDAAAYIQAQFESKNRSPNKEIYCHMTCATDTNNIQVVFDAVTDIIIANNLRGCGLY
# ABCB1 inh: inhibitors of human ABCB1 transporter, ABCG2 counter-screen | P08183 | CCRF-Adr cells, JC-1 efflux, flow cytometry | inhibition, % at 6.6 µM | 190,000 compounds, 0.067% hits | AID 1326; in the data active means inhibition above about 40%;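 further: 0% = vehicle and 100% = reference inhibitor; higher value means more JC-1 retained so stronger ABCB1 efflux block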
# RGS4-Gao reg: modulates binding of RGS4 to human Galphao; P09471; Multiplexed bead flow cytometry; actives lie on both sides; AID 1415; 220,000 compounds, 0.33% hits; binding response (% of control), % at 10 µM; in the data active means binding response below about 49% or above about 150%; inactive means in between;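 further: fluorescent Galphao activated with aluminum fluoride binding bead-coupled RGS4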
# ABCG2 inh: human ABCG2 inhibition, ABCB1 as counter-screen; Q9UNQ0; IgMXP3 cells, JC-1 efflux, flow cytometry; inhibition, % at 6.6 µM; 190,000 compounds, 0.1% hits;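 active means inhibition above 80%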;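 further: 0% = DMSO and 100% = nicardipine control wells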
#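 test system = two drug-resistant human cell lines, ABCG2 and ABCB1 | amount = 3 million cells/mL final, two lines in 1:1 ratio | reagent = JC-1 transporter substrate | doses = one concentration, 6.6 µM final | incubation = 10 min at 25 °C | signal = flow cytometric JC-1 green MFI at 530 nm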
# Bcl-W Bim block: disrupts Bim peptide binding to human Bcl-W. Q92843. bead-based flow cytometry. inhibition, % at 10 µM. 190,000 compounds, 0.02% hits;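 further: 0% = bound tracer without compound and 100% = peptide blocker; higher means less fluorescent Bim peptide bound to Bcl-W beads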
# Target sequence (Q92843 whole entry, looked up): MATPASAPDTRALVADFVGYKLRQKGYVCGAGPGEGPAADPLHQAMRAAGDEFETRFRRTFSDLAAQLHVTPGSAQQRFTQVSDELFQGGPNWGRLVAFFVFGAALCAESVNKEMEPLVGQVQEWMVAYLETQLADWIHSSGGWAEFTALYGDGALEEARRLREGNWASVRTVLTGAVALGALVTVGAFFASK
# Bcl-B Bim block: inhibitors of Bim-Bcl-B interaction, human. inhibition, % at 10 µM. 190,000 compounds, 0.073% hits. Q9HD36. bead-based flow cytometry, Bim peptide-Bcl-B binding. AID 951;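 further: 0% = tracer peptide without compound and 100% = reference inhibitor peptide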
# Mcl-1 Bim block: disrupts Bim peptide binding to human Mcl-1; 190,000 compounds, 0.1% hits; AID 1009; inhibition, % at 10 µM; Bead-based flow cytometry, Bim peptide-Mcl-1 binding;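 further: 0% = no compound tracer wells and 100% = peptide blocker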
# Bim-Bfl-1: disrupts Bim binding to human Bfl-1 | Bead-based flow cytometry, Bim-Bfl-1 binding inhibition | Q16548 | inhibition, % at 10 µM | AID 1008 | 190,000 compounds, 0.12% hits;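 further: 0% = wells without compound plus tracer and 100% = blocker peptide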
# RGS7-Gao reg: human RGS7-Galphao interaction regulation; 220,000 compounds, 0.35% hits; Multiplexed bead flow cytometry, RGS7-Galphao binding; actives lie on both sides; binding response (% of control), % at 10 µM; in the data active means binding response below about 49% or above about 150%; inconclusive means no clear call, values can overlap the other calls; inactive means in between;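 further: fluorescent Galphao held in activated GDP-AlF4 state binding bead-coupled RGS7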
# Bcl-2 Bim block: inhibitors of Bim-Bcl-2 interaction, human; P10415; Bead-based flow cytometry, Bim peptide-Bcl-2 binding; inhibition, % at 10 µM; 190,000 compounds, 0.06% hits; AID 950; in the data active means inhibition above about 40%; inconclusive means no clear call, values can overlap the other calls;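 further: 0% = no compound wells with probe peptide and 100% = reference peptide inhibitor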
# Target sequence (P10415 whole entry, looked up): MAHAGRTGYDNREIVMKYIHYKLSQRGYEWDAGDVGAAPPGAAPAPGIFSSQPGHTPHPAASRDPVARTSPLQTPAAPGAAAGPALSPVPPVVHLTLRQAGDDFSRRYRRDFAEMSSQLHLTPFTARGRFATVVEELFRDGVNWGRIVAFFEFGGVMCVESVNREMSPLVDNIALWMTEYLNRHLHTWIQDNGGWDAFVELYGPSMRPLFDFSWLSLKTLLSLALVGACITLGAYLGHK
# Bim-Bcl-XL: inhibitors of Bim-Bcl-XL interaction, human; Bim peptide-Bcl-XL binding, bead flow cytometry, fluorescence; inhibition, % at 10 µM; 190,000 compounds, 0.04% hits
# Target sequence (Q07817 whole entry, looked up): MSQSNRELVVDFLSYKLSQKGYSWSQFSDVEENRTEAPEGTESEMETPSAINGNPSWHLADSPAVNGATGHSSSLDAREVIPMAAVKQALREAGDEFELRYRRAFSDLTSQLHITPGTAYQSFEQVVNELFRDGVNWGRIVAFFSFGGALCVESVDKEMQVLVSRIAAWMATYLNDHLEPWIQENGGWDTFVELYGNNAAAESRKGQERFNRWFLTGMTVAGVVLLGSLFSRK
# Starred values were filed as active, the others as inactive; ? = inconclusive; [ ] = dose if it differs, or a comment. Unless noted, no stated cut-off is given here; in the data, active means inhibition above about 40%.
SMILES,RGS8-Gao,ABCB1 inh,RGS4-Gao reg,ABCG2 inh,Bcl-W Bim block,Bcl-B Bim block,Mcl-1 Bim block,Bim-Bfl-1,RGS7-Gao reg,Bcl-2 Bim block,Bim-Bcl-XL
COc1ccc(N=C(N(C)C)P(=O)(N(C)C)N(C)C)cc1,150*[activator],0.3,138,0,-2,0,-5,-4,126,-5,-9
Cc1cccc(OCCCC(=O)Nc2nc3ccccc3[nH]2)c1,103,0.1,100,0,-3,-11,-5,-8,98,-7,-4
COc1ccc(NC(=O)/C(=C\c2cccnc2)NC(=O)c2cccs2)cc1,97,0.3,99,2,0,-3,0,-6,97,-2,-6
Cn1nc(C(F)(F)F)c(C(=O)Nc2ccc(F)cc2F)c1Sc1ccc(C(F)(F)F)cc1,98,0.1,99,1,1,-7,0,-11,99,-7,-8
COc1cccc(C(=O)NCCC2=CCCCC2)c1,101,0.4,102,2,-2,0,-1,-2,101,-4,-4
CC(C)OC(=O)CSc1nnc(-c2ccc(Cl)cc2Cl)n1N,103,-0.1,101,3,0,-2,-1,-1,98,-1,0
Cc1ccc(NC(=O)/C(=C\c2cccnc2)NC(=O)c2ccco2)cc1,101,0.1,99,2,0,-2,0,0,101,-3,1
CCCCOCP(=O)(CCCC)COCCCC,32*,0.3,24*,4,3,3,7,5,25*,6,9
O=C(NN1C(=O)CSC1=S)C(=O)NN1C(=O)CSC1=S,99,-0.5,97,-2,-3,0,-1,-6,102,-5,-3
CS(=O)(=O)n1nc(-c2ccc(Cl)cc2)nc1N,101,0.9,97,3,4,2,1,0,104,3,1
Cc1noc(C)c1S(=O)(=O)N1CCCC(C(=O)Nc2ccc(Cl)cn2)C1 (stereo not drawn),103,0.8,103,18,0,-10,-5,-15,100,-9,-3
COC(=O)c1cccc(NC(=O)/C=C/c2ccc([N+](=O)[O-])cc2)c1,104,-3.1,107,9,-5,-6,-4,-3,107,-4,-7
CC(=O)c1sc(-c2cccc(Cl)c2)nc1C,99,1.7,103,16,-4,-4,-3,-5,103,-5,0
CCn1c(SCC(=O)c2ccc(CNC(C)=O)o2)nnc1-c1cccs1,101,-0.2,98,0,2,-2,0,3,97,0,1
Cc1ccc(N2CC(C(=O)NCc3cccs3)CC2=O)cc1C (stereo not drawn),103,0.6,102,2,2,2,2,4,104,12,0
O=C(Nc1nc2c(s1)CCCC2)c1cc(-c2ccccc2)nc2ccccc12,100,-0.4,99,-4,-2,-5,-3,-2,98,-3,-6
CC(=O)/C(=N/Nc1cccc(Cl)c1)N1CCOCC1,102,0.0,102,0,0,-5,0,-12,100,-13,-2
Fc1c(F)c(F)c(/C=N/NC(=S)Nc2cccnc2)c(F)c1F,99,0.2,101,1,-3,-7,-1,-9,99,-3,-4
O=[N+]([O-])c1cc([N+](=O)[O-])c(N2CCOCC2)cc1NCc1ccccc1,101,3.1,99,22,0,-5,-2,-12,101,-9,2
O=C(Nc1ccc(F)cc1)NC1CCN(Cc2ccccc2)CC1,101,-0.1,100,2,-2,-5,0,-5,?,-2,0
OCC1N=C(c2ccccn2)OC1c1ccccc1 (stereo not drawn),96,0.1,98,0,-4,-1,-4,-4,101,-8,-1
COc1ccc(OCC(O)Cn2c(=N)n(CCN3CCCCC3)c3ccccc32)cc1 (stereo not drawn),102,0.6,109,5,-8,-8,-5,-3,102,-5,-6
CCOC(=O)COc1ccc(S(=O)(=O)c2ccc(OCC(=O)OCC)cc2)cc1,93,0.4,97,1,2,1,0,0,95,3,3
O=C(NCc1ccccn1)c1ccc(CNS(=O)(=O)c2cccc(C(F)(F)F)c2)cc1,101,0.5,100,10,0,-2,0,-5,96,-1,1

# Among those listed so far, 3 have a thiophene ring, fused or not:
SMILES,RGS8-Gao,ABCB1 inh,RGS4-Gao reg,ABCG2 inh,Bcl-W Bim block,Bcl-B Bim block,Mcl-1 Bim block,Bim-Bfl-1,RGS7-Gao reg,Bcl-2 Bim block,Bim-Bcl-XL
COc1ccc(NC(=O)/C(=C\c2cccnc2)NC(=O)c2cccs2)cc1,97,0.3,99,2,0,-3,0,-6,97,-2,-6
CCn1c(SCC(=O)c2ccc(CNC(C)=O)o2)nnc1-c1cccs1,101,-0.2,98,0,2,-2,0,3,97,0,1
Cc1ccc(N2CC(C(=O)NCc3cccs3)CC2=O)cc1C (stereo not drawn),103,0.6,102,2,2,2,2,4,104,12,0

# Remaining list, next part.
SMILES,RGS8-Gao,ABCB1 inh,RGS4-Gao reg,ABCG2 inh,Bcl-W Bim block,Bcl-B Bim block,Mcl-1 Bim block,Bim-Bfl-1,RGS7-Gao reg,Bcl-2 Bim block,Bim-Bcl-XL
O=C(Nc1ccc(F)cc1F)c1ccc(-n2cncn2)nc1,78,-0.1,88,5,2,1,0,2,88,4,0
CCCC(c1nnnn1Cc1ccco1)N1CCN(C2CCCC2)CC1 (stereo not drawn),99,0.0,101,0,-1,-8,-3,-13,97,-11,-5
Cc1ccc2[nH]c(=O)c(CN(CCCN3CCOCC3)Cc3nnnn3C3CCCC3)cc2c1,126,0.0,131,-1,0,0,-2,-2,129,0,-2
Brc1csc(/C=N/Nc2nc3ccccc3s2)c1,100,-0.3,99,0,-6,-7,-5,-1,100,-3,-7
Cc1cc(S(=O)(=O)Nc2ccccc2C)ccc1F,102,0.2,100,1,-4,-8,-6,-6,101,-6,-10
Cc1cc(C)nc(/N=C(\N)Nc2ccc3c(c2)OCCO3)n1,99,0.0,100,0,1,2,3,-1,99,0,1
CC(=O)c1ccc(N2CCN(S(=O)(=O)c3c(C)[nH]c(=O)[nH]c3=O)CC2)cc1,104,0.9,101,3,-1,-4,0,-4,101,-2,-1
Cc1ccc2c(CC(=O)O)coc2c1,102,-0.1,103,-1,-1,-11,-1,-11,106,-11,-5
COc1ccc(/C=C2/SC(=O)N(NS(=O)(=O)c3ccccc3)C2=S)cc1OC,100,-0.2,97,0,2,-7,0,-11,97,0,-1
CCCCn1c(SCc2ccc(C(=O)OC)o2)nc2cc(S(N)(=O)=O)ccc21,102,-0.1,103,19,-3,-10,-4,-14,102,-12,-8
CC(C)=CCc1c2c(c3occ(-c4ccc(O)cc4)c(=O)c3c1O)C=CC(C)(C)O2,101,-0.2,99,0,1,-3,0,-1,106,0,2
Cc1cccc(NC(=S)N(CCN(C)C)C(C)c2cccnc2)c1 (stereo not drawn),100,0.0,100,1,0,-3,-1,-4,95,-2,-5
Cn1c(Cc2ccccc2)nnc1SCC(=O)c1ccc(Br)s1,97,-0.1,90,1,0,-5,-2,1,96,0,4
COc1ncccc1C(=O)N1CCCC(C(=O)c2cccc(OC(C)C)c2)C1 (stereo not drawn),102,2.2,102,8,-2,-1,-1,-4,?,-5,0
N#Cc1cc(Oc2ccccc2)c(-n2nnc3ccccc32)cc1C#N,105,0.6,100,6,0,0,0,1,93,3,-1
Cc1cc(C)cc(C(=O)OCC(=O)NCC(F)(F)F)c1,73,1.4,90,5,-3,-5,-4,0,96,0,-2
O=C(Cc1ccc(S(=O)(=O)N2CCCC2)s1)N1CCN(c2ccccc2)CC1,98,0.7,100,3,0,-4,-2,-1,98,-3,-1
COc1cccc(N2CC(O)=C(c3nc4ccccc4c(=O)[nH]3)C2=N)c1,115,-1.6,113,-7,0,2,1,-1,109,2,2
CCOC(=O)c1cc2c(ccn2C)n1Cc1ccccc1C,101,0.7,98,8,-1,-7,-1,-17,98,-9,-5
COCCn1cc(C(=S)N2CCOCC2)c2ccccc21,104,0.3,103,1,2,-4,-1,-3,102,-4,2
Cc1ccccc1-c1nc(CS(=O)(=O)CC(=O)Nc2cc(F)ccc2F)c(C)o1,99,0.2,99,1,-4,-7,0,-10,102,-11,-9
CCOC(=O)c1csc(NC(C)=O)n1,103,5.0,98,26,2,-1,5,-2,94,-2,2
CCN(CC)C(=O)C1CCCN(Cc2ccc(OC)c(C)c2C)C1 (stereo not drawn),102,0.9,109,2,-4,-9,-6,-14,102,-8,-7
Cc1ccc(S(=O)(=O)NCc2cn3ccsc3n2)c(C)c1,106,0.5,102,4,-1,-8,-2,-6,107,-10,-3
Cc1ccc(NC(=S)NNC(=O)c2nn(C)cc2Cl)cc1,99,0.3,96,3,1,-27,0,4,108,0,-3
CCOc1ccccc1NS(=O)(=O)c1ccc(OC)c(OC)c1,94,1.7,91,22,-6,-7,-5,-21,94,-7,-10
O=C(N/N=C/c1ccc(OC(=O)c2ccccc2)c([N+](=O)[O-])c1)c1ccc(O)cc1,101,-0.5,101,-1,-4,-5,-11,-4,102,-1,-7
O=C(CCN1C(=O)c2ccccc2C1=O)NC(=S)Nc1ccccc1Cl,95,1.2,98,8,-5,-9,-3,-1,99,-3,-5
COc1ccc(-n2cccc2C=O)cc1OC,100,-1.4,103,-5,-2,-1,-5,-1,107,-5,-4
O=S(=O)(Nc1ccc(O)c(Sc2nc3ccccc3s2)c1)c1ccc(F)cc1,102,-0.2,102,-2,-4,-2,-3,-2,101,-5,-4
O=C(Cn1nc(-c2ccccc2)ccc1=O)NCc1ccc(F)cc1,99,-0.1,97,4,2,0,0,0,91,0,1
COc1ccc(NC(=O)c2cc3c(=O)n4ccccc4nc3n2C)c(OC)c1,96,0.5,93,3,1,-2,2,-4,91,-2,-1
Cc1ccccc1CN(CC1CCC(C(=O)O)CC1)C(=S)Nc1ccccc1F (stereo not drawn),102,0.8,103,2,-3,-3,-1,-6,94,0,-4
CN(CC(=O)NC1CCCCC1)S(=O)(=O)c1ccc(Cl)cc1,88,0.2,79,1,9,-1,8,-7,80,0,-3
COC(=O)C1=C(Nc2ccc(C)cc2)C=C(C)C(C(=O)OC)C1c1ccc(OC)cc1 (stereo not drawn),101,0.2,106,1,0,1,1,2,100,-1,1
O=C(NC1CCCCC1)C(=S)NC1CCCCC1,99,0.0,100,-1,-4,-7,-3,-2,?,-3,-3
CN(C)/N=C/c1ccc(OS(=O)(=O)c2ccccc2)cc1,107,0.2,102,2,-3,-3,-2,-7,102,-7,-2
CCn1c(SCC(=O)Nc2cc(C)on2)nnc1-c1ccncc1,99,0.2,101,1,-1,0,-6,0,100,-1,0
Cc1ccc(Cl)cc1NC(=S)N(CCN(C)C)C(C)c1ccccn1 (stereo not drawn),102,0.5,103,6,-1,0,-2,-7,106,-3,-3
O=C(c1ccc2nc(-c3ccco3)c(-c3ccco3)nc2c1)N1CCN(c2ccccc2)CC1,97,-5.6,77,-9,2,-3,0,4,83,0,13
O=C(CCCCCNC(=O)c1ccccc1)N=Nc1c(O)[nH]c2c(Br)cc(Br)cc12,104,3.9,101,23,0,0,0,-2,98,0,1
CCOC(=O)C1(CCOc2ccccc2)CCN(Cc2cccc(-n3cccn3)c2)CC1,100,2.3,102,3,-2,-3,-1,-5,100,0,-3
O=C(Nc1cccc(Cl)c1)NC1CC2CCC(C1)N2Cc1cccs1 (stereo not drawn),102,1.3,103,4,-1,-1,11,-8,103,1,-2
S=C(NCc1ccc2[nH]c3c(c2c1)CCCC3)Nc1ccccc1Cl,96,0.8,98,8,-4,-4,-1,2,99,1,-3
CCOC(=O)c1ccc(CC(=O)c2ccc(O)c(O)c2O)o1,95,-1.8,93,-4,0,-11,-33,4,93,-6,-3
C/C=C/c1ccc(OCCOc2cc(C=O)ccc2OC)c(OC)c1,97,0.8,100,8,-5,-7,-4,-1,96,-2,-4
